Screening results (PubChem)
OX1R antag-1: OX1R (human) antagonism; O43613; OX1R-expressing cells, FRET antagonist read-out; inhibition, % at 6.6 µM; hit rate 1.8% among 330,000; AID 485270; in the data active = inhibition mostly above about 38%, no sharp cut-off; inactive = mostly below about 40%;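 also: 0% = agonist challenge alone and 100% = reference antagonist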
Target sequence (O43613 whole entry, looked up): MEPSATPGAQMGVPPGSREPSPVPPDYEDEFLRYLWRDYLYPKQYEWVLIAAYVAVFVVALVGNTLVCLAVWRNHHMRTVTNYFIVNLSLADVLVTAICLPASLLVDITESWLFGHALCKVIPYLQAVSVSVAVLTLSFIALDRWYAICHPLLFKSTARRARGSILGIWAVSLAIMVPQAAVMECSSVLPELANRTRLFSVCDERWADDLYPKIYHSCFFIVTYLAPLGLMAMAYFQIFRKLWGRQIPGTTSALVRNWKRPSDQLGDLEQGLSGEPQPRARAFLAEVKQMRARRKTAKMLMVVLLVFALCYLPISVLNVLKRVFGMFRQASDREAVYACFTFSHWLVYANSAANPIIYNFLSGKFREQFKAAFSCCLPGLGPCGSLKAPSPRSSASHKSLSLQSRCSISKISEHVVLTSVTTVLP
OX1R antag-2: human HCRTR1 antagonism; AID 434989; hit rate 0.43% among 330,000; inhibition, % at 5 µM; CHO/OX1R cells, Fluo-8 calcium fluorescence, orexin A; O43613;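 active = inhibition above its plate's threshold, mean inhibition of all tested compounds on the plate plus 3 SD, cut at about 37% in these data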;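 also: 0% = orexin A challenge wells and 100% = SB-334867-A antagonist wells; not every result past the cut was called active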
STK33 kinase inh: human STK33 kinase inhibition; Q9BYT3; purified STK33, MBP phosphorylation, ADP-Glo luminescence; inhibition, % at 10 µM; hit rate 0.073% among 320,000; AID 2661;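 active = inhibition at or above 25%, using the most active replicate where run in duplicate; inactive = inhibition below 25%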
Target sequence (Q9BYT3 whole entry, looked up): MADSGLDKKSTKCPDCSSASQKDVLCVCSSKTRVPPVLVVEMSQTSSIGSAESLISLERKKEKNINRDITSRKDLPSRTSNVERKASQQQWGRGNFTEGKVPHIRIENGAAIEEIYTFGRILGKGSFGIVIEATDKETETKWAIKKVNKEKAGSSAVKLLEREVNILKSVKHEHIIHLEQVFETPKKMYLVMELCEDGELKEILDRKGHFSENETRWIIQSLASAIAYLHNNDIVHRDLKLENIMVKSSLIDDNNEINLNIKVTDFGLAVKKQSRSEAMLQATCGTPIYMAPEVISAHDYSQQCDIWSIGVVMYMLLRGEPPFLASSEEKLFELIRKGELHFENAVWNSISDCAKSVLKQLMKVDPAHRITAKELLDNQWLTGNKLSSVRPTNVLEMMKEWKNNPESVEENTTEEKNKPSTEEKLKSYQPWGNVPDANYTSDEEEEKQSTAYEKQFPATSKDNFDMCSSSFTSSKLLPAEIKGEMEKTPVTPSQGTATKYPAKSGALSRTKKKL
An asterisk follows results filed as active; . = not tested or not shown.

Every second line gives: OX1R antag-2 | OX1R antag-1 | STK33 kinase inh
- C#Cc1ccc([C@@H]2C=C(C(=O)N3CCN(Cc4ccc5c(c4)OCO5)CC3)O[C@H](OCC)[C@H]2CCCO)cc1
    -29 | 31 | -0.8
- CCn1cc(S(=O)(=O)Nc2ncccn2)cn1
    -16 | 9 | -0.8
- O=S(=O)(c1cccc2nsnc12)N1CCc2ccccc2C1
    -16 | 23 | -0.1
- CC1CC(C)CN(S(=O)(=O)c2ccc(NC(=O)C3CSC4(C)CCC(=O)N34)cc2)C1 (stereo not drawn)
    -17 | 0 | -0.5
- Nc1ncc2c(n1)-c1ccoc1CC2
    -3 | -2 | 7.0
- CC(C)(C)c1nc2c(s1)CCc1onc(-c3ccc(Br)cc3)c1-2
    -16 | 18 | 0.3
- Cc1ccc([N+](=O)[O-])cc1NC(=S)NC(=O)c1ccco1
    -21 | 2 | -1.6
- Cc1cc(C(=O)NNc2ccc(F)cc2)no1
    -4 | 12 | -0.3
- COc1ccc(COc2cc(-c3cccc(OC)c3)nc3ccc(N)cc23)cc1
    -17 | 10 | -0.7
- COCCCNC(=O)CCCC(=O)NCCCOC
    0 | 12 | -0.5
- O=C(O)C(Cc1ccccc1)N1C(=O)c2ccccc2C1=O (stereo not drawn)
    -4 | 2 | 0.3
- O=C(O)C1C2C=CC(C2)C1C(=O)NCCCN1CCOCC1 (stereo not drawn)
    -19 | -2 | -0.4
- CCC(=O)Nc1ccc2c(c1)OCCO2
    -2 | 11 | 0.0
- CCOC(=O)CNS(=O)(=O)c1cc(-c2nnc(Nc3ccc4c(c3)OCO4)c3ccccc23)ccc1C
    71* | 24 | -0.7
- COc1ccc([N+](=O)[O-])cc1NC(=O)c1cccs1
    2 | 15 | -1.1
- O=[N+]([O-])c1ccc(S(=O)(=O)NCCN2CCOCC2)cc1
    -28 | 43* | 3.7
- CC(C(=O)NC(C)(C)C)N1C(=O)c2cccc3cccc(c23)C1=O (stereo not drawn)
    -12 | 56 | -0.3
- CCOc1cc(/C=N/NC(=O)c2cc(-c3cccnc3)nc3ccccc23)ccc1O
    -21 | 18 | 0.1
- O=C(Nc1nccs1)c1cccc(S(=O)(=O)N2CCCC2)c1
    -26 | 15 | 3.2
- O=C1CN(c2ccccc2F)C(=O)CN1c1ccccc1F
    2 | 17 | -3.4

Part of the list above, with each value named:
CC1CC(C)CN(S(=O)(=O)c2ccc(NC(=O)C3CSC4(C)CCC(=O)N34)cc2)C1 (stereo not drawn)
  OX1R antag-2 = -17; OX1R antag-1 = 0; STK33 kinase inh = -0.5

Nc1ncc2c(n1)-c1ccoc1CC2
  OX1R antag-2 = -3; OX1R antag-1 = -2; STK33 kinase inh = 7.0

Continuation.
Every second line gives: OX1R antag-2 | OX1R antag-1 | STK33 kinase inh
- O=C(c1ccccn1)N(c1ccccc1)C1(C(=O)NC2CCCCC2)CCCCC1
    -29 | 15 | -0.5
- O=C(NCc1cn2ccccc2n1)c1ccc(Br)o1
    5 | -3 | -0.5
- Cc1ccccc1/C=C/c1nc2ccccc2c(=O)n1Cc1ccccc1
    -44 | 4 | 0.0
- COc1cc(/C=C/C(=O)O)cc(S(=O)(=O)NCCO)c1OC
    -7 | 9 | -0.7
- CCOC(=O)c1[nH]c(Cc2[nH]c(C(=O)OCC)c(C)c2CCC(=O)OC)c(CCC(=O)OC)c1C
    -31 | 2 | 0.2
- COc1cc(OC)c2ccc(=O)oc2c1C(CCN1CCN(c2ccccc2)CC1)c1ccc(N(C)C)cc1 (stereo not drawn)
    -18 | 35 | 0.2
- CCCn1c(=O)c(C(=O)NNC(=O)c2ccccc2Cl)c(O)c2ccccc21
    -7 | 22 | -0.6
- CSc1ccccc1NC(=O)CNCCCN1CCOCC1
    -6 | 3 | -0.4
- O=C(CCn1c(=O)c2sccc2n(CC(=O)NCc2ccco2)c1=O)NCc1ccccc1
    -14 | 3 | -0.1
- CCCOc1ccc(C(C)=O)cc1Cc1c(O)nc(SC)[nH]c1=O
    -8 | 5 | -0.6
- Cc1ccc2nc(-c3ccc(NC(=O)C4CCCO4)cc3)[nH]c2c1 (stereo not drawn)
    -16 | 1 | 0.8
- CN(c1ccccc1)S(=O)(=O)c1cccc(NC(=O)c2cccc(C#N)c2)c1
    -3 | 2 | 0.6
- O=S(=O)(c1ccccc1)N1CCN=C1SCc1ccccc1
    -13 | 12 | -0.6
- CN(C(=O)c1ccccn1)c1nnc(-c2cnccn2)s1
    -18 | 38 | -1.1
- CC12COC3(C(=O)Nc4ccc(Cl)cn4)CC1CCC32C (stereo not drawn)
    -33 | 18 | .
- Cc1ccc(-n2ccnc(SCC(=O)NC3CCCC3)c2=O)cc1Cl
    -16 | 26 | .
- COc1ccc(N2CCN(C(=O)COc3ncnc4ccccc34)CC2)cc1
    1 | 1 | -0.4
- COc1cccc(-c2nc(CS(=O)CC(=O)NC3CCCCC3)c(C)o2)c1 (stereo not drawn)
    -28 | 9 | -0.1
- COC(=O)c1ccc(SCC(=O)NCc2ccccc2)c([N+](=O)[O-])c1
    -26 | 15 | 0.0
- COc1cccc(C(=O)NC2CCSC2=O)c1 (stereo not drawn)
    6 | 10 | -2.1
- CN1CCN(NC(=O)c2cccc(C(F)(F)F)c2)CC1
    3 | 7 | -1.0
- Cc1cc(C)cc(N(CC(=O)N2CCN(c3ccccc3)CC2)S(=O)(=O)c2c(C)noc2C)c1
    -30 | 17 | -1.3
- CSc1nc(C)cc(OCCO)n1
    -17 | 21 | -0.7
- C=CCn1c(N)cc(=O)nc1SCC(=O)N(c1ccccc1)c1ccccc1
    -12 | 3 | -2.0
- COc1ccc(OC)c(NC2c3ncccc3C(=O)N2Cc2ccco2)c1 (stereo not drawn)
    -6 | 12 | .
- O=C(Nc1nc2c(s1)CCCC2)c1nn(Cc2ccccc2)c(=O)c2ccccc12
    -34 | 22 | 0.1
- O=C(CNC(=O)c1ccc2c(c1)OCCO2)N/N=C/c1ccco1
    -15 | 13 | -0.9
- CCn1c(SCC(=O)NCC(=O)Nc2ccc(F)cc2)nnc1-c1cccs1
    -9 | 18 | -0.1
- Nc1c(N(CCC2=CCCCC2)C(=O)c2ccccc2F)c(=O)[nH]c(=O)n1Cc1ccccc1
    -13 | 12 | -0.9
- Cc1ccc(NC(=O)COC(=O)/C(=C/c2cccs2)c2cccs2)cc1S(=O)(=O)N(C)C
    -4 | 21 | -6.0

Quoted from the listing.
Reading for CSc1nc(C)cc(OCCO)n1 in OX1R antag-2: -17
Reading for Nc1c(N(CCC2=CCCCC2)C(=O)c2ccccc2F)c(=O)[nH]c(=O)n1Cc1ccccc1 in OX1R antag-1: 12
Reading for C=CCn1c(N)cc(=O)nc1SCC(=O)N(c1ccccc1)c1ccccc1 in STK33 kinase inh: -2.0

Full records as entered above. Screens in order: OX1R antag-2, OX1R antag-1, STK33 kinase inh
O=C(O)C1C2C=CC(C2)C1C(=O)NCCCN1CCOCC1 (stereo not drawn) reads -19, -2, -0.4
COC(=O)c1ccc(SCC(=O)NCc2ccccc2)c([N+](=O)[O-])c1 reads -26, 15, 0.0
CC(C(=O)NC(C)(C)C)N1C(=O)c2cccc3cccc(c23)C1=O (stereo not drawn) reads -12, 56, -0.3
CCOC(=O)c1[nH]c(Cc2[nH]c(C(=O)OCC)c(C)c2CCC(=O)OC)c(CCC(=O)OC)c1C reads -31, 2, 0.2

More records
Every second line gives: OX1R antag-2 | OX1R antag-1 | STK33 kinase inh
- CCc1ccccc1N(C(=O)c1snc(C(N)=O)c1N)C(C(=O)NCC1CCCO1)c1ccc(C)o1 (stereo not drawn)
    -19 | 17 | -1.8
- CC(C)c1onc(C(=O)NC2CCCCC2)c1[N+](=O)[O-]
    -8 | 8 | -0.8
- CCN(CC)CCNC(=O)NC1CCCCC1
    -9 | 17 | -0.2
- COc1ccc(OC)c(N=C2SCCCN2C(=O)c2ccc(N3C(=O)CCC3=O)cc2)c1
    -26 | 23 | -0.8
- COC(=O)COC(=O)c1ccc(-n2nnnc2SC)cc1
    -41 | 12 | 3.5
- COC(=O)C1=CNC=C(C(=O)OC)C1c1cccc2ccccc12
    -21 | -3 | 0.7
- CC(C)NC(=O)N(C)C[C@H]1Oc2c(NS(=O)(=O)c3cccs3)cccc2C(=O)N([C@H](C)CO)C[C@@H]1C
    -13 | 9 | 0.5
- Cc1ccc(CNC(=O)C2CCN(C(=O)c3cccc(Cl)c3)CC2)cc1
    -12 | 18 | -1.0
- O=C(NN1C(=O)C2C3C=CC(C4CC34)C2C1=O)c1cccc(Br)c1 (stereo not drawn)
    -15 | 5 | -0.8
- COc1ccccc1NC(=S)NNC(=O)c1ccncc1
    -3 | 3 | -0.6
- Oc1ccc2ccccc2c1CNn1cnnc1
    -6 | 10 | -3.4
- CCCCn1cc2c(c1-c1cccc(C)c1)c(=O)n(C)c(=O)n2C
    -30 | 17 | -0.3
- O=C(CSc1ncnc2ccccc12)c1cccs1
    4 | 37 | 3.5
- COc1cccc(-c2cc(C(=O)NC3CCCCC3)no2)c1
    -27 | 21 | -1.1
- COc1ccccc1NC(=O)C1(c2ccccc2)CCCC1
    -7 | 18 | -0.7
- CCc1noc(C)c1C(=O)Nc1nc2c(C)cc(C)cc2s1
    -53 | 18 | 0.0
- CCOC(=O)N1CCC(n2c(SCC(=O)NCCC3=CCCCC3)nc3ccccc3c2=O)CC1
    1 | 24 | -1.1
- O=C(N/N=C/c1cc2c(cc1Br)OCO2)c1cccnc1
    -25 | 28 | .
- CCn1ncc(C2=NOC(C(=O)Nc3ccc(C)cc3)C2)c1C (stereo not drawn)
    -21 | 10 | -0.2
- CSc1nc(-c2ccco2)nn1S(C)(=O)=O
    12 | 25 | 0.1
- Cc1ccc(Cc2c[nH]c(=S)s2)cc1
    -12 | 2 | -0.1
- O=C(O)c1cccc(NS(=O)(=O)c2ccc(Oc3ccc(S(=O)(=O)Nc4cccc(C(=O)O)c4)cc3)cc2)c1
    -5 | 29 | -0.1
- N#CCOc1coc(CN2CCN(c3ccccc3)CC2)cc1=O
    -1 | 0 | -1.9
- Cc1ccc(C(=O)COC(=O)c2cnccn2)cc1C
    -6 | 5 | .
- COc1cc(NC(=O)CSc2nnc(-c3cc(C)on3)o2)cc(OC)c1
    -5 | 20 | 1.6
- CCCCn1c(-c2ccc([N+](=O)[O-])cc2)n[nH]c1=S
    -28 | 32 | -1.0
- NC(=O)COc1ccc(/C=N/NC(=O)C2CCCN2S(=O)(=O)c2ccc(Cl)cc2)cc1 (stereo not drawn)
    -20 | 23 | -3.0
- O=C(CSc1ncnc2c1cnn2-c1ccc(F)cc1)NCC1CCCO1 (stereo not drawn)
    -20 | 30 | -0.2
- CC(=O)c1sc(NC(=O)C(C)(C)C)nc1C
    -8 | 13 | -1.3
- COc1cc(CNc2nc(C)c([N+](=O)[O-])c(C)c2C#N)cc(OC)c1OC
    -4 | 27 | 0.0
- CSc1nccc(-c2cc(Cl)sc2Cl)n1
    -17 | 24 | .
- CS(=O)(=O)Nc1ccc(C2=NN(S(=O)(=O)c3ccc(F)cc3)C(c3ccco3)C2)cc1 (stereo not drawn)
    -12 | 29 | -1.8
- NC(N)=NCCCC(NC(=O)c1ccccc1)C(=O)Nc1ccc([N+](=O)[O-])cc1 (stereo not drawn)
    -8 | 13 | 0.5
- O=C(/C=C/Nc1ccc(Oc2ccccc2)cc1)c1ccco1
    -10 | 9 | 1.3
- O=C(OCc1ccc(Br)cc1)c1cccc(S(=O)(=O)N2CCCC2)c1
    -37 | 10 | -0.6
- Cc1c(Nc2nc3ccccc3nc2NS(=O)(=O)c2cccs2)c(=O)n(-c2ccccc2)n1C
    -5 | 13 | -0.1
- O=C(O)c1ccccc1C(=O)c1ccc(Cl)cc1
    -3 | -6 | -0.1
- CCOC(=O)c1c(-c2cccs2)csc1NC(=O)c1ccncc1
    -22 | 13 | -2.0
- Cc1cccc(C(=O)OCc2cncs2)c1
    -16 | 2 | 0.7
- CCC(Sc1ccc2nnc(CCNS(=O)(=O)c3ccc(OC)cc3)n2n1)C(=O)OC (stereo not drawn)
    -9 | -6 | -0.3
- COc1ccc(-c2csc(N(CCCN(C)C)C(=O)c3ccc(F)cc3)n2)cc1
    -14 | 12 | 0.1
- CCCN(CCO)C1CCN(CCc2ccccc2)CC1
    -12 | 6 | -2.0
- COc1ccc(CC(=O)Nc2c(C(=O)N3CCN(c4ncccn4)CC3)oc3ccccc23)cc1OC
    -21 | 3 | -2.1
- COc1ccc(Br)cc1CNC(=O)CN1C(=O)C(c2ccccc2)Oc2cccnc21 (stereo not drawn)
    -31 | 28 | -2.2
- CCc1nccn1CCC(=O)N1CCCC(Nc2ccc(C(C)C)cc2)C1 (stereo not drawn)
    -18 | 8 | 0.4
- c1ccc2c(OCCCCN3CCOCC3)cccc2c1
    -18 | 10 | 1.0
- COc1ccccc1Nc1nc(-c2sc(NC(=O)c3ccco3)nc2C)cs1
    -21 | 27 | 0.3
- CC1(O)CC(c2ccc(Cl)cc2)=NN1C(=O)c1ccc([N+](=O)[O-])cc1 (stereo not drawn)
    -30 | 38 | 1.3
- COC(=O)C1CCN(C(=O)CN2C(=O)NC3(CCC(C)CC3)C2=O)CC1 (stereo not drawn)
    -8 | 5 | 0.1
- CC(C)(CNC(=O)CC1C(=O)NCCN1Cc1cccc(F)c1F)N1CCOCC1 (stereo not drawn)
    -10 | -7 | -0.7

(continued)
Every second line gives: OX1R antag-2 | OX1R antag-1 | STK33 kinase inh
- CCOc1cccc(C(=O)NC(c2ccccc2)C(C)C)c1 (stereo not drawn)
    -26 | 19 | -0.2
- COc1cc2oc(=O)ccc2c(OC)c1CC(O)C(C)(C)O (stereo not drawn)
    -12 | 35 | -1.6
- CN(C(=O)COc1ccc2c(-c3ccccc3)cc(=O)oc2c1)C1CCS(=O)(=O)C1 (stereo not drawn)
    -8 | 18 | -0.5
- COc1ccc(OC)c(/C=C/C(=O)c2ccc(Cl)cc2)c1
    -19 | 12 | -0.2
- CCCNC(=O)c1c(NC(=O)C2COc3ccccc3O2)sc2c1CCCC2 (stereo not drawn)
    -14 | 2 | -0.8
